High-throughput results: PubChem BioAssay, several laboratories
BoNT F protease: BoNT F light chain protease inhibition. 0.22% of 360,000 active. inhibition, % at 10 µM. AID 588497. Multiplex microsphere protease cleavage assay, flow cytometry; in the data active = inhibition above about 35%, passing the limit was not always enough; inconclusive = no clear call, values can overlap the other calls; note: plate controls were buffer without enzyme for full effect and enzyme alone for no effect
Rv3671c protease: Rv3671c (M. tuberculosis) protease inhibition. inhibition, % at 5.96 µM. 0.048% of 320,000 active; in the data active = inhibition above about 38%;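 note: extracellular domain of Rv3671c used as enzyme; 0% = enzyme with DMSO and 100% = no enzyme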
Target sequence (P9WHR9 whole entry, looked up, the tested form may be a part): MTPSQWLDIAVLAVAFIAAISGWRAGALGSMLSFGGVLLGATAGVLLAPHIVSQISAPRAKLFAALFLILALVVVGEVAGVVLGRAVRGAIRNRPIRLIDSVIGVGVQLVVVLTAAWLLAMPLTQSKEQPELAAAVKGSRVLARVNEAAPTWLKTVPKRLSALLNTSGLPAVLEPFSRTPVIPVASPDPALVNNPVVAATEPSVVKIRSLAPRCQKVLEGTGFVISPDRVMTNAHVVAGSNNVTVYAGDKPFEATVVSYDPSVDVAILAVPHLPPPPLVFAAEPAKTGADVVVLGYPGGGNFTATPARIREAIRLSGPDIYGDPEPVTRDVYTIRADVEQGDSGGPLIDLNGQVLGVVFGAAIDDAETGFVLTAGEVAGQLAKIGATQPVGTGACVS
GDH-TPI inh: GDH-TPI coupled enzyme inhibition counter-screen; GDH-TPI coupled enzyme counterscreen, NADH absorbance; inhibition, % at 4.8 µM; 1.2% of 360,000 active; AID 588335;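 note: 0% = DMSO wells and 100% = wells lacking the enzyme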
FadD28 binding: M. tuberculosis FadD28 bisubstrate binding inhibition | FadD28 bisubstrate probe binding, fluorescence polarization | inhibition, % at 12.5 µM | 0.22% of 360,000 active; in the data active = inhibition above about 8.5%, passing the limit was not always enough; inconclusive = no clear call, values can overlap the other calls
VHR inh abs: DUSP3 (human) phosphatase inhibition. P51452. recombinant VHR phosphatase, pNPP absorbance. inhibition, % at 13.3 µM. 0.52% of 290,000 active. AID 1654; in the data active = inhibition above about 50%; note: some compounds called inactive have numbers as strong as hits
Mtb UGM inh: Mtb UDP-galactopyranose mutase inhibition; purified UGM, fluorescence polarization probe displacement; 0.06% of 320,000 active; inhibition, % at 10 µM; P9WIQ1; in the data active = inhibition above about 10%, passing the limit was not always enough; inconclusive = no clear call, values can overlap the other calls
Target sequence (P9WIQ1 whole entry, looked up): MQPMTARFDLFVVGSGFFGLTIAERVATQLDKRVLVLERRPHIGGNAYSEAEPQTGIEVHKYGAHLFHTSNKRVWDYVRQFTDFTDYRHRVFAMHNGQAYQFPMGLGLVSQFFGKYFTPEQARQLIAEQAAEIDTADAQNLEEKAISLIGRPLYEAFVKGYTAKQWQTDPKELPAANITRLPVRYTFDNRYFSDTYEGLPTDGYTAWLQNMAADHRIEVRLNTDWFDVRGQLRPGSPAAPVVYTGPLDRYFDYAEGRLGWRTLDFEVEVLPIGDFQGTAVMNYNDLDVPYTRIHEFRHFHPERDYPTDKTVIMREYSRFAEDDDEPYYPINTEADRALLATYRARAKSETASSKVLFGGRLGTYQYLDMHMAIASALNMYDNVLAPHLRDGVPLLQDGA
CCHFV vOTU inh: CCHFV vOTU protease inhibition. Pep-AMC fluorescence. inhibition, % at 11.5 µM. 0.55% of 370,000 active. AID 651958; note: 0% = vehicle wells with enzyme and 100% = no enzyme wells
Mtb FBA inh: Mtb fructose-bisphosphate aldolase inhibition. inhibition, % at 1 µM. purified M. tuberculosis FBA, fluorescence read-out. 2.3% of 360,000 active. P9WQA3; in the data active = inhibition above about 27%;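 note: 0% = vehicle and 100% = reference inhibitor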
Mtb BioA inh: BioA (M. tuberculosis) enzyme inhibition; 0.096% of 360,000 active; purified M. tuberculosis BioA enzyme, plate reader; AID 602481; inhibition, % at 9.99 µM; in the data active = inhibition above about 40%; inconclusive = no clear call, values can overlap the other calls
MazEF act: activators of E. coli MazEF toxin-antitoxin RNase; activation, % at 20 µM; FAM/BHQ RNA-DNA oligo cleavage fluorescence, 5 h; AID 504720; 0.32% of 350,000 active; in the data active = activation above about 50%
Target sequence (P0AE70 whole entry, looked up): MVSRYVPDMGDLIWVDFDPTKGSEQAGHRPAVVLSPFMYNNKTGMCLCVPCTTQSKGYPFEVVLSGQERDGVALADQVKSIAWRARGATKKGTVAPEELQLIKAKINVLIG
Active calls of the source: *; ? = inconclusive; · = not tested or not shown. Cut-off read from the data, not from the text of the source, unless noted: active = inhibition above about 30%; inactive = the rest.

Values run as follows: BoNT F protease	Rv3671c protease	GDH-TPI inh	FadD28 binding	VHR inh abs	Mtb UGM inh	CCHFV vOTU inh	Mtb FBA inh	Mtb BioA inh	MazEF act
CN1CCc2c(sc(NC(=O)C3CCCN3S(=O)(=O)c3ccc(Cl)s3)c2C(N)=O)C1 (stereo not drawn)
 : -4	-1	3	-2.2	·	-0.3	-9	0	5.6	13
O=S(=O)(c1ccccc1)c1nc(-c2ccco2)oc1N1CCCCCC1
 : -5	0	19	-0.7	-16	-0.2	19	1	12	-4
CCOC(=O)NC(=O)CSc1nnc(SCCC(=O)O)s1
 : -4	-6	0	-0.4	22	1.2	7	2	-3.5	5
CCOC(=O)c1c(NC(=O)CSc2nnc(-c3c[nH]c4ccccc34)n2CCOC)sc2c1CCCC2
 : -9	-9	14	-0.3	8	-3.1	11	1	-1.1	-4
Cc1cc(C)c(S(=O)(=O)N2CCN(C(=O)CN3C(=O)NC4(CCCC4)C3=O)CC2)c(C)c1
 : 6	4	3	-1.4	-2	-0.5	3	1	-0.5	5
Cc1ccc(NC(=O)COC(=O)Cn2cnc3c2c(=O)n(C)c(=O)n3C)c(Cl)c1
 : -1	4	-3	-3.7	39	0.2	-8	-1	·	7
CCOc1ccc(-c2cc(N)n(S(=O)(=O)c3cccc4nsnc34)n2)cc1
 : -4	3	8	-0.6	4	0.8	8	1	1.2	-2
O=C(NNC(=O)c1cccc2ccccc12)c1cccc(Cl)c1
 : -6	·	-5	-2.4	·	·	8	-2	-0.6	3
COc1ccc2c(C)cc(=O)sc2c1
 : -8	·	25	-2.2	·	·	17	-2	-0.9	5
CC12CCC(C(=O)N(c3nccs3)C1=O)C2(C)C (stereo not drawn)
 : -2	·	9	-3.2	·	·	9	0	2.0	18

Whole records from above. Values in the order: BoNT F protease, Rv3671c protease, GDH-TPI inh, FadD28 binding, VHR inh abs, Mtb UGM inh, CCHFV vOTU inh, Mtb FBA inh, Mtb BioA inh, MazEF act
CCOC(=O)c1c(NC(=O)CSc2nnc(-c3c[nH]c4ccccc34)n2CCOC)sc2c1CCCC2 is entered as -9, -9, 14, -0.3, 8, -3.1, 11, 1, -1.1, -4
CCOC(=O)NC(=O)CSc1nnc(SCCC(=O)O)s1 is entered as -4, -6, 0, -0.4, 22, 1.2, 7, 2, -3.5, 5

Next part
Values run as follows: BoNT F protease	Rv3671c protease	GDH-TPI inh	FadD28 binding	VHR inh abs	Mtb UGM inh	CCHFV vOTU inh	Mtb FBA inh	Mtb BioA inh	MazEF act
CN(C(=O)COC(=O)C1c2ccccc2Oc2ccccc21)C1CCS(=O)(=O)C1 (stereo not drawn)
 : -4	0	2	-2.1	-2	0.1	11	6	-0.9	3
Nc1nc(Cl)cc(NCCc2ccc(O)cc2)n1
 : -1	-10	9	-2.6	12	2.8	-9	-2	·	9
Cc1nc(C)c(CC(=O)N2CCc3c([nH]c4ccccc34)C2c2ccccn2)s1 (stereo not drawn)
 : -1	-2	8	-0.7	28	0.5	-10	-2	·	4
O=C(NNC(=O)c1ccc(Br)s1)c1cccc(S(=O)(=O)N2CCCC2)c1
 : 1	5	16	1.8	·	-2.1	-4	-2	0.6	2
O=C(c1c[nH]c2ccc(S(=O)(=O)N3CCOCC3)cc2c1=O)N1CCC2(CC1)OCCO2
 : 1	9	4	-1.8	10	-5.3	-11	23	0.1	2
Cc1ccc(-c2[nH]c3cc(C(=O)NCCCn4ccnc4)ccc3c(=O)c2O)cc1
 : -101	31	1	-6.9	22	-1.1	-1	8	-1.0	5
CC1CN=C(Nc2cccc(S(=O)(=O)N(C)C)c2)S1 (stereo not drawn)
 : -6	-8	2	-1.7	-6	1.8	7	4	·	-1
O=C(CCC(=O)Nc1ccc(Cl)cc1Cl)NNC(=O)Nc1ccccc1
 : 2	4	1	0.0	17	-0.4	0	3	·	-4
CC(C)c1ccc2[nH]c(O)c(N=NC(=S)NCCc3ccccc3)c2c1
 : -2	-7	5	-2.6	13	-0.2	10	-1	0.7	-1
O=C1NCCc2cc3c(cc21)OCO3
 : -18	-11	-6	-3.3	8	2.0	6	8	-0.1	4
CC1=Nc2ccccc2N=C(NC(=O)CN2CCN(c3ccccc3)CC2)C1c1ccccc1 (stereo not drawn)
 : 0	0	11	-1.0	22	1.8	-4	-2	·	1
Cc1ccc(NC(=O)CN2C(=O)c3ccccc3S2(=O)=O)cc1C
 : -1	-5	11	1.2	31	0.3	9	2	-2.0	5
CCC1=NN=C(c2ccc(F)cc2)C(c2c[nH]c3ccccc23)N1O (stereo not drawn)
 : -1	-3	-4	-3.6	31	2.3	1	1	1.9	7
COc1ccccc1OCc1cc(C(=O)N(C)CCC2CCCCO2)no1 (stereo not drawn)
 : -8	-9	2	-0.2	14	1.3	-4	5	-2.0	-1
CCOC(=O)c1cccc(NS(=O)(=O)c2cnc[nH]2)c1
 : 8	3	-4	-0.6	18	0.5	7	2	0.8	4
Cc1ccc2nsnc2c1NS(=O)(=O)c1c(C)ccc2nsnc12
 : -7	-5	-6	-3.2	25	2.0	1	-2	0.0	16
CCOC(=O)N1CCN(S(=O)(=O)c2ccc(C)c(C(=O)NC3CCCCC3)c2)CC1
 : 8	-2	0	-5.2	-4	-1.3	-6	-1	-0.6	5
O=C(O)c1cccc(Oc2ccccc2[N+](=O)[O-])c1
 : 1	-12	1	-5.6	-13	-0.3	-8	-4	·	-7
CC1(C(=O)NCC(F)(F)F)CCN1C(=O)C1(c2ccccc2)CC1 (stereo not drawn)
 : -3	·	2	-2.1	·	·	19	0	-0.8	·
Cc1cc(C)c2c(c1)CC(C)(C)CC2=O
 : -5	·	10	-2.0	·	·	2	2	-3.3	-2
COc1cc2oc(=O)cc(CN3CCN(c4ccccc4OC)CC3)c2cc1Cl
 : -1	·	·	-1.8	·	·	5	2	3.6	·
C[C@@H](N)C(=O)NC[C@H]1O[C@@H](n2cnc3c(N)ncnc32)[C@H](O)[C@@H]1O
 : 4	·	2	-2.0	·	·	·	-2	1.1	2
CCc1nc(SCC(=O)c2c[nH]c3ccccc23)n[nH]1
 : 9	-1	2	-2.2	21	2.5	-7	0	·	-17
COc1ccc(Nc2ccnc3ccccc23)cc1
 : -11	0	32*	-3.2	-7	-2.1	-1	0	·	-1
CC(C)c1nnc(NC(=O)CCC(=O)N2CCN(c3cccc(Cl)c3)CC2)s1
 : -1	7	-2	0.8	14	-3.5	-4	-1	1.5	1
O=C(NCCCN1CCCC1=O)C(=O)NCC1OCCN1S(=O)(=O)c1ccc(Br)cc1 (stereo not drawn)
 : 8	-1	1	-0.3	18	-0.8	-10	6	-4.0	0
COc1ccccc1NS(=O)(=O)c1cc(C(=O)N2CCN(C(=O)c3ccco3)CC2)ccc1F
 : -5	·	10	-2.1	·	·	1	3	0.0	2
CSc1cccc(NC(=O)/C=C/c2cccc(Cl)c2)c1
 : 2	-112	9	-6.5	5	-3.7	16	1	-1.1	24
CNS(=O)(=O)c1cccc(C(=O)OCCCOC(=O)c2cccc(S(=O)(=O)NC)c2)c1
 : 3	·	-2	-3.6	10	0.9	-4	-2	-0.1	4
CN(C(=O)COC(=O)c1ccc(S(=O)(=O)N2CCOCC2)cc1)C1CCCCC1
 : 2	2	4	-4.9	-5	1.5	-3	-3	·	2
CC(C)(CC(=O)c1ccccc1)CC(=O)c1ccccc1
 : -4	·	3	-2.7	·	·	0	-3	·	4
CC(=O)N(C)c1ccc(NC(=O)N2CCOCC2)cc1
 : -14	-1	1	-2.1	-4	2.4	-12	-2	-0.2	3
CN(C(=O)c1ccc2c(c1)OCCO2)c1c(N)n(Cc2ccccc2)c(=O)[nH]c1=O
 : -1	5	-6	-1.8	·	-1.2	3	0	0.1	4
O=C(COC(=O)C1=NN(c2ccccc2)C(=O)CC1)Nc1nc(-c2ccc(F)cc2)cs1
 : 3	6	15	1.7	·	3.3	1	0	-3.4	-7
Cc1cccc(NC(=O)CNC(=O)c2ccc3nc[nH]c3c2)c1C
 : -20	7	-1	-1.4	·	0.2	8	6	-1.0	-1
COc1cc(C(=S)N2CCOCC2)cc(OC)c1O
 : -8	4	13	1.1	29	-1.8	1	1	-2.4	8
Cc1cccc(OCC(=O)Nc2ccccc2N2CCCCC2)c1C
 : 6	-2	8	0.3	·	2.5	2	9	·	-16
CC(Sc1ccc2c(c1)OCCO2)C(=O)Nc1ccc2c(c1)OCO2 (stereo not drawn)
 : -6	-1	5	0.1	-22	-1.0	10	-2	3.3	3
CC1CCCCC1NC(=O)CCn1c(=O)oc2ccccc21 (stereo not drawn)
 : 20	4	10	0.1	18	1.7	-3	0	-2.6	4
CCn1c(=O)c(=O)[nH]c2cc(C(=O)NCc3ccc(F)cc3)ccc21
 : 3	-32	6	·	23	2.5	3	5	2.8	10
COc1ccc(NC(=O)C2CCCN(c3nn4c(=O)cc(C)nc4s3)C2)cc1 (stereo not drawn)
 : -2	-1	-3	-1.2	6	5.1	13	-1	4.0	8
O=C(NNc1nccc(C(F)(F)F)n1)Nc1cccc(Cl)c1
 : 6	1	-8	-3.0	-14	-1.4	·	0	1.4	6
Cn1nc(CC(=O)Nc2cccc3ncccc23)c2ccccc2c1=O
 : 6	0	-4	-3.2	-4	-0.5	1	-3	1.6	6
COc1cc(OC)cc(C(=O)NCCCN2CCOCC2)c1
 : 0	-5	-1	-0.9	35	0.3	9	-2	-0.2	0
Nc1nc2c(C(=O)N3CCOCC3)nnn2c2ccccc12
 : ·	7	11	-1.7	27	2.6	-30	117*	·	7
COc1ccnc(NCc2cccc(C(F)(F)F)c2)c1C#N
 : 2	8	2	-1.0	28	-4.5	3	10	-0.6	-3
CCOc1ccc(NC(=O)CCNC(=O)Cn2ccc3ccccc3c2=O)cc1
 : -5	-2	5	0.6	2	-1.0	·	2	-1.1	1
O=C1c2ccccc2C(=Cc2cccnc2)c2ccccc21
 : -4	·	7	-2.7	·	·	16	0	-0.4	-10
O=C(O)Cc1cc(=O)[nH]n(-c2ccccc2)c1=O
 : 2	·	10	-2.1	·	·	1	-2	0.7	8
COc1ccc(-c2ccc(C(=O)NC3CCCCC3)c3occc23)c(C)c1
 : -5	·	3	-1.3	·	·	3	15	-2.2	·

Remaining list, next part
Values run as follows: BoNT F protease	Rv3671c protease	GDH-TPI inh	FadD28 binding	VHR inh abs	Mtb UGM inh	CCHFV vOTU inh	Mtb FBA inh	Mtb BioA inh	MazEF act
COc1ccc(F)c(CN2CCC(n3nccc3NC(=O)C3CCOC3)CC2)c1 (stereo not drawn)
 : -4	-8	2	-0.3	24	0.2	9	0	-0.4	2
C[C@H](NC(=O)N1CCC(Cc2ccccc2)CC1)C(=O)O
 : -17	-9	3	-0.3	3	-0.7	12	7	-0.3	-9
Cc1cccc(Nc2nnc(SCC(=O)NCc3cccs3)s2)c1C
 : -7	-2	9	-1.7	0	3.8	1	-1	·	-7
Cc1ccc(NC(=O)CN2C(=O)NC3(CCCc4ccccc43)C2=O)c([N+](=O)[O-])c1 (stereo not drawn)
 : -5	-19	-1	-2.2	14	1.4	2	1	0.2	-13
CCc1ccccc1NC(=O)CSc1nnc(-c2cc(C)[nH]n2)n1N
 : 4	8	-9	-3.6	12	-0.1	-5	1	0.3	2
CC(OC(=O)CCN1C(=O)c2cccc([N+](=O)[O-])c2C1=O)C(=O)Nc1cc(Cl)cc(Cl)c1 (stereo not drawn)
 : -2	-1	10	-6.4	5	0.6	3	0	·	13
CCOC(=O)C1(CCc2ccccc2)CCN(C(=O)c2ccoc2)CC1
 : -8	10	6	-0.7	10	-0.7	6	2	2.6	1
COc1ccc(C(=O)CCC(=O)N2CCN(c3ccc([N+](=O)[O-])cc3)CC2)cc1
 : -11	-1	11	-2.5	2	4.4	2	-7	0.1	10
CCCc1cc(=O)[nH]c(NCCc2ccccc2)n1
 : ?	2	18	-1.1	-8	0.2	4	0	1.3	0
O=C(CCn1c(=O)c2sccc2n(CC(=O)OCc2ccccc2)c1=O)NCc1ccccc1
 : 10	0	-3	-2.5	9	1.6	11	1	-1.5	3
Cc1ccc(C(=O)CC2C(=O)N(c3ccccc3)C(=S)N2c2ccccc2)cc1 (stereo not drawn)
 : -4	-26	6	-2.0	13	-2.3	16	-1	·	-2
O=C(CN1CCN(Cc2ccccc2)C1=O)NCc1ccc(Cl)cc1
 : -5	-4	3	-2.8	-6	0.1	2	2	1.2	-1
